Compound activity as filed in PubChem.
D2 ag – HTS Assay for Allosteric Agonists of the Human D2 Dopamine Receptor: Primary Screen for Agonists; AID 485358, 2010; HEK293 T-REx D2 cells, calcium flux agonist mode; 0.53% of 340,000 active; activation, % at 2 µM;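 active = activation over 3 SD above normal in the single-dose calcium agonist read, cut at about 30% in these data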; note: 0% is about no effect
Target sequence (P14416 whole entry, looked up): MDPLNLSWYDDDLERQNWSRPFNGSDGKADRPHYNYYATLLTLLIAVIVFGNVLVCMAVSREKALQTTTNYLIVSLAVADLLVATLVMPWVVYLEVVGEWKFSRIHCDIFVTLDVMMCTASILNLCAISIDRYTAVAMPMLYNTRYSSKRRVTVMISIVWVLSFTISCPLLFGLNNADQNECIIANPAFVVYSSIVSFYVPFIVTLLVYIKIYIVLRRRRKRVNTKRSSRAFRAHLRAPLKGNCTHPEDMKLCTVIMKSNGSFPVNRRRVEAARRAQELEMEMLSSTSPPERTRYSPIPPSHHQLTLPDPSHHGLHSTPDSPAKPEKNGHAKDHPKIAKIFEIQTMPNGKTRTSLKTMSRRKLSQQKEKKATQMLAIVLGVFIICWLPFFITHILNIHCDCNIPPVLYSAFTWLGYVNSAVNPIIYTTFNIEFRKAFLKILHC
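In this primary screen, compounds producing a positive calcium signal within 180 s of addition to tetracycline-induced, force-coupled HEK293 Trex D2 cells are flagged; cells are dye-loaded with a no-wash calcium kit beforehand.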
RGS4 inh – Inhibitors of Regulator of G Protein Signaling (RGS) 4: qHTS | Regulator of G-protein signaling 4 (Homo sapiens), P49798 | Transcreener GDP fluorescence polarization, RGS4-accelerated GTP hydrolysis | Potency, µM (series often up to 114 µM), inactives show at the highest dose activity change, negative = inhibition, hits mostly inhibitors | 0.039% of 390,000 active; note: potency is the fitted concentration of half-maximal effect; % is set by controls: 0 for no effect and ±100 for the full control effect; nearly all actives have a fitted effect of over 75% in size; some results filed as inactive show a strong effect at the top dose
Target sequence (P49798 whole entry, looked up): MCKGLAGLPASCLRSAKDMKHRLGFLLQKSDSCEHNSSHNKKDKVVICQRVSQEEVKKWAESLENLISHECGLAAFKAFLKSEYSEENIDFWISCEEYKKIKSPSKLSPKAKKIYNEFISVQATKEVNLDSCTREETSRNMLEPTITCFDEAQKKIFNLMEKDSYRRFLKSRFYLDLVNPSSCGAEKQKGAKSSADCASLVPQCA
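MLSMR compounds (23 nl, pin-transferred) preincubated 10 min at room temperature with a 500nM (2x) first reagent, then RGS4 at 900nM (2x) plus Transcreener GDP mix added; fluorescence polarization (620/688 nm) read before and after 90 min at 30 °C.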
Glioma ERSR ind – qHTS for Inducers of the Endoplasmic Reticulum Stress Response (ERSR) in Human Glioma: qHTS; U87-MG GRP78 promoter luciferase reporter, 16 h; Potency, µM, for the others: at the top dose activation, usual class: activators; 0.02% of 420,000 active; AID 602332, 2012; note: potency is the fitted concentration of half-maximal effect; series mostly up to about 76 µM; % of control where 0% means no effect; nearly all actives have a fitted effect of over 35% in size
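Stably transfected U87-MG human glioma cells carrying a GRP78-based luminescent sensor were seeded at 1000 cells/well, pin-dosed with compounds and incubated 16 h. Luciferase reagent was then added, and end-point luminescence was read after 10 min at room temperature.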
D2 antag – HTS Assay for Allosteric Antagonists of the Human D2 Dopamine Receptor: Primary Screen for Antagonists. AID 485344, 2010. 2% of 340,000 active. inhibition, % at 10 µM. D(2) dopamine receptor (Homo sapiens), P14416. HEK293 TREx D2 cells, calcium flux, dopamine EC80; in the data active = inhibition above about 30%; note: 0% is about no effect
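Measurement of antagonist activity uses fluorescent calcium dye in inducible HEK293 T-REx D2 cells: 10 s baseline, compound addition with 180 s read, EC80 dopamine addition with a further 180 s read.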
* marks the source's active call; other numbers are inactive results; i = inactive; ? = inconclusive; . = no result given; & = joins results of further samples; [ ] = another dose, or the depositor's remark. Unless noted, calls come from the whole dose curve; as a rule, active = well fitted curve in the direction sought with a large enough effect; inconclusive = small, poorly fitted or top-dose-only effect, or another doubt; inactive = no such curve, though single readings can be large; an effect the other way counts as inactive or inconclusive.

1: COc1ccc(S(=O)(=O)N2CCOCC2)cc1NC(=O)CSc1nnc2ccccn12
2: CCN(C(=O)COC(=O)c1cc(-c2ccc3cc(OC)ccc3c2)nc2ccccc12)C1CCS(=O)(=O)C1 (stereo unspecified)
3: COc1ccc(CC(=O)Nc2cccc(C(=O)Nc3cccc(C)c3)c2)cc1
4: COc1ccc2no[n+]([O-])c2c1
5: CCOc1ccccc1NC(=O)Cn1[nH]c(=O)c2ccccc2c1=O
screen / no.	1	2	3	4	5
D2 ag	2.9	3.1	0.2	1.1	3.6
RGS4 inh	.	.	.	.	.
Glioma ERSR ind	.	.	.	.	.
D2 antag	-1	-12	13	-1	-4

6: O=P(O)(CN1CCCCC1)CN1CCCCC1
7: O=C(COc1ccccc1)Nc1ccc(Cl)cc1Cl
8: C[C@H]1CC[C@H]2C(=O)N3[C@H](c4ccccc4Br)[C@@H](C)CC[C@H]3C(=O)N2[C@@H]1c1ccccc1Br
9: CCc1ccc(N2C(=O)CC(c3ccc(F)cc3)C3=C2COC3=O)cc1 (stereo unspecified)
10: Cc1cc(C(=O)N/N=C/c2cc(Br)cc(Br)c2OC(=O)c2ccccc2)n[nH]1
screen / no.	6	7	8	9	10
D2 ag	1.2	0.3	-0.9	1.9	1.3
RGS4 inh	.	.	.	.	.
Glioma ERSR ind	.	.	.	.	.
D2 antag	-4	16	29	-13	9

11: Cc1c2c(nc3c(C(=O)NC4CCCCC4C)cnn13)CCCC2 (stereo unspecified)
12: CC(CCc1ccccc1)NC(=O)CCCCCNc1nc(=S)[nH]c2ccccc12 (stereo unspecified)
13: Cc1cc(Cl)c(OCCCCNC(C)(C)C)c(Br)c1
14: CC(C)c1nc2sc3c(=O)[nH]c(=S)[nH]c3c2c2c1CCC2
15: O=C(Nc1ccc(N2CCOCC2)c(C(=O)O)c1)c1ccco1
screen / no.	11	12	13	14	15
D2 ag	-0.9	-1.3	0.4	1.3	0.2
RGS4 inh	.	.	.	.	.
Glioma ERSR ind	.	.	.	.	.
D2 antag	-13	4	19	10	-10

16: CC(C)Nc1nc(NC(C)C)nc(N(C#N)C(C)C(=O)N(C)C)n1 (stereo unspecified)
17: CC(=O)NCC1=C(NC(C)=O)C2CC1C(C)(C)C2C (stereo unspecified)
18: C#CCOCCOCCOCCNc1nc(OC)nc(N2CCN(C(=O)[C@H](CCCCN)n3cc(C(N)CO)nn3)CC2)n1 (stereo partly specified)
19: CCc1nccn1C(=O)c1cnn2c(C(F)F)cc(-c3ccccc3)nc12
20: CCN(CC)c1ccc2cc(C(=O)Nc3cccnc3N3CCOCC3)c(=O)oc2c1
screen / no.	16	17	18	19	20
D2 ag	0.2	-0.6	0.1	-0.6	-0.9
RGS4 inh	.	.	.	.	.
Glioma ERSR ind	.	.	.	.	.
D2 antag	-1	5	-21	1	8

21: COc1ccc(Cn2c3nc4ccccc4nc3c3c(=O)n(Cc4ccco4)cnc32)cc1
22: O=C(CSc1nc(N2CCCCC2)nc(N2CCCCC2)n1)N1CCc2ccccc21
23: CCOC(=O)C(Sc1ncnc2c1sc1nc(N3CCOCC3)c3c(c12)CCCC3)c1ccccc1 (stereo unspecified)
24: CSCCNC(C)=O
25: Cc1cc(C(F)(F)F)n(-c2nc(C(=O)Nc3ccccc3Oc3ccccc3)cs2)n1
screen / no.	21	22	23	24	25
D2 ag	1.5	0.0	-1.1	-0.6	0.6
RGS4 inh	.	.	.	.	.
Glioma ERSR ind	.	.	.	.	.
D2 antag	40*	7	-1	-8	-9

26: C=CCN1C(=O)/C(=C2/C(=O)N(CC(=O)O)c3ccccc32)S/C1=N/c1nccs1
27: CCOC(=O)c1ccccc1NC(=O)CN(c1ccc(OCC)cc1)S(C)(=O)=O
28: O=c1[nH]c2ccccc2nc1C(Cl)c1ccccc1 (stereo unspecified)
29: Cc1cccc(NC(=O)c2c(O)c3cccc4c3n(c2=O)CCC4)n1
30: CC1(C)Cc2ccccc2C(=NCCCCCC(=O)O)N1
screen / no.	26	27	28	29	30
D2 ag	-1.1	1.0	0.0	0.8	-0.2
RGS4 inh	.	.	.	.	.
Glioma ERSR ind	.	.	.	.	.
D2 antag	-17	5	-5	-5	2

31: CC(=O)Nc1cccc2c1[n+]([O-])c(C)c(C)[n+]2[O-]
32: CC1CCC(C(C)C)C(OP(=O)(c2ccc(N(C)C)cc2)C(O)c2cccnc2)C1 (stereo unspecified)
33: Cc1ccc2c(C(=O)CN3CCC(C(N)=O)CC3)c(C)[nH]c2c1
34: Cc1ccc2cc(C(c3nnnn3C(C)(C)C)N3CCCC3)c(=O)[nH]c2c1C (stereo unspecified)
35: COc1cc2nc(Cl)nc(N3CCN(C)CC3)c2cc1OC
screen / no.	31	32	33	34	35
D2 ag	-0.2	1.2	0.4	0.6	-0.3
RGS4 inh	.	.	.	.	.
Glioma ERSR ind	.	.	.	.	.
D2 antag	-1	-9	-7	-14	-6

Entries of single compounds as entered above. Screens in order: D2 ag | RGS4 inh | Glioma ERSR ind | D2 antag
COc1ccc(CC(=O)Nc2cccc(C(=O)Nc3cccc(C)c3)c2)cc1 is listed with 0.2 | . | . | 13
CC1(C)Cc2ccccc2C(=NCCCCCC(=O)O)N1 is listed with -0.2 | . | . | 2
C#CCOCCOCCOCCNc1nc(OC)nc(N2CCN(C(=O)[C@H](CCCCN)n3cc(C(N)CO)nn3)CC2)n1 (stereo partly specified) is listed with 0.1 | . | . | -21
CCN(CC)c1ccc2cc(C(=O)Nc3cccnc3N3CCOCC3)c(=O)oc2c1 is listed with -0.9 | . | . | 8
COc1ccc(S(=O)(=O)N2CCOCC2)cc1NC(=O)CSc1nnc2ccccn12 is listed with 2.9 | . | . | -1

More entries
36: COCCn1c(SCc2cc(=O)n3cc(C)ccc3n2)nc2ccccc2c1=O
37: Cc1ccc2c(COC(=O)c3cnc(C)cn3)cc(=O)oc2c1
38: CCC(C)n1c(C)nc2c(c1=O)c1nc3ccccc3nc1n2-c1ccc2c(c1)OCCO2 (stereo unspecified)
39: Cc1ccc2c(c1)[nH]c1c(N3CCN(Cc4ccc5c(c4)OCO5)CC3)ncnc12
40: CN1C=CC(=C2C(=O)c3ccccc3C2=O)C=C1
screen / no.	36	37	38	39	40
D2 ag	0.3	-1.4	0.2	0.4	1.3
RGS4 inh	.	.	.	.	.
Glioma ERSR ind	.	.	.	.	.
D2 antag	12	2	-11	7	11

Taken from above:
D2 antag, compound 38 = -11
D2 antag, compound 39 = 7
D2 ag, compound 37 = -1.4
D2 ag, compound 40 = 1.3

In a second layout: 2 of the compounds above
entry	Structure	D2 ag	RGS4 inh	Glioma ERSR ind	D2 antag
20	CCN(CC)c1ccc2cc(C(=O)Nc3cccnc3N3CCOCC3)c(=O)oc2c1	-0.9	.	.	8
6	O=P(O)(CN1CCCCC1)CN1CCCCC1	1.2	.	.	-4

Next part.
41: CCn1c(COc2ccccc2C)nnc1SCc1nc2ccccc2c(=O)[nH]1
42: Cc1ccc(S(=O)(=O)N2CCC(C(=O)Nc3nnc(C45CC6CC(CC(C6)C4)C5)s3)CC2)cc1
43: Cc1cc(C(=O)N/N=C/c2cc(Br)ccc2OC(=O)c2ccc(Br)cc2)n[nH]1
44: Cc1ccc(C)c(N(CC(=O)NC2CCCCC2)C(=O)CCC(=O)Nc2ccccn2)c1
45: COc1ccc(C(=O)N=c2c(C#N)cc3c(=O)n4cccc(C)c4nc3n2Cc2ccco2)cc1
screen / no.	41	42	43	44	45
D2 ag	1.8	-0.3	-1.3	-0.1	0.3
RGS4 inh	.	.	.	.	.
Glioma ERSR ind	.	.	.	.	.
D2 antag	-11	-12	-8	5	-20

46: N=C1/C(=C/c2cccn2-c2cccc([N+](=O)[O-])c2)C(=O)N=C2SC=CN12
47: COc1cc(CC(NC(C)=O)C(=O)NC2CCN(c3c4c(nc5ncnn35)CCC4)CC2)cc(OC)c1 (stereo unspecified)
48: CC(=O)Nc1ccc2nc(NC(=O)c3ccc([N+](=O)[O-])s3)sc2c1
49: CCCCC/C=C\C/C=C\C/C=C\C/C=C\CCCC(=O)OC(CO)CO
50: COc1ccccc1N1CCN(CCCCNS(=O)(=O)c2cccc3c(N(C)C)cccc23)CC1
screen / no.	46	47	48	49	50
D2 ag	0.8	0.6	-0.9	.	.
RGS4 inh	.	.	.	-110%[56.9 µM]	?
Glioma ERSR ind	.	.	.	-5%&-4%	0%
D2 antag	-12	-3	9	.	.

51: CC1=CC(=O)[C@@H]2C[C@H]1C2(C)C
52: O=C(/C=C/c1ccc2c(c1)OCO2)c1cccs1
53: COc1ccccc1N1CCN(CCN(C(=O)c2ccc(I)cc2)c2ccccn2)CC1
54: CO/S(=N\S(=O)(=O)c1ccc(Cl)cc1)c1ccc([N+](=O)[O-])cc1 (stereo unspecified)
55: CC(C)CCCC(C)C1CCC2C3CC=C4CC(O)CCC4(C)C3CCC12C (stereo unspecified)
screen / no.	51	52	53	54	55
D2 ag	.	.	.	.	.
RGS4 inh	i	i	-10%[56.9 µM]	12µM*	i
Glioma ERSR ind	-1%	?	-3%	?	-2%
D2 antag	.	.	.	.	.

56: O=C(O)CCC/C=C\C[C@@H]1[C@@H](/C=C/[C@H](O)C2Cc3ccccc3C2)[C@@H](F)C[C@@H]1O
57: CO[C@]12C[C@@H](COC(=O)c3cncc(Br)c3)CN(C)[C@@H]1Cc1cn(C)c3cccc2c13
58: CCCCCCCCCC(=O)NC(CN1CCOCC1)[C@H](O)c1ccccc1 (stereo partly specified)
59: CC(=O)O[C@H]1CC2(C)[C@@H](C[C@@H](O)[C@H]3[C@@]4(C)CC[C@@H](O)[C@@H](C)[C@@H]4CC[C@@]32C)C1=C(CCC=C(C)C)C(=O)O (stereo partly specified)
60: O=C1NC(=O)/C(=C/c2ccc3c(c2)OC(F)(F)O3)S1
screen / no.	56	57	58	59	60
D2 ag	.	.	.	.	.
RGS4 inh	0%[56.9 µM]	340%[activator][56.9 µM]	0%[56.9 µM]	-1%[56.9 µM]	?
Glioma ERSR ind	-1%	-5%&2%	-4%	4%	-1%
D2 antag	.	.	.	.	.

Entries by screen from the list.
Compounds 56–60 in RGS4 inh read 0%[56.9 µM], 340%[activator][56.9 µM], 0%[56.9 µM], -1%[56.9 µM], ?

Later entries.
61: C[C@@H]1C(=O)NC2=Nc3cccc(Cl)c3CN21
62: [N-]=[N+]=Nc1ccc(C(=O)CSC[C@H](NC(=O)CC[C@H](N)C(=O)O)C(=O)NCC(=O)O)cc1
63: OCC1OC(Oc2cccc3cccnc23)C(O)C(O)C1O (stereo unspecified)
64: NCC(O)C1CCCCCCC1 (stereo unspecified)
65: N=C(N)c1ccc(OCCCCCOc2ccc(C(=N)N)cc2)cc1 (tested in a mixture with another compound)
screen / no.	61	62	63	64	65
D2 ag	.	.	.	.	.
RGS4 inh	10%[56.9 µM]	3.4µM*	-190%[56.9 µM]	1%[56.9 µM]	-17%[56.9 µM]
Glioma ERSR ind	-5%&-3%	?	-4%	1%	-7%
D2 antag	.	.	.	.	.

66: Nc1ncnc2c1ncn2C1CC(O)C(CO)O1 (stereo unspecified)
67: CCCCC[C@H](O)/C=C/[C@H]1[C@H](O)CC(O)[C@@H]1C/C=C\CCCC(=O)O (stereo partly specified)
68: C[N+]1(CCCCC[N+]2(C)CCCC2)CCCC1
69: O=C(c1ccc(Cl)cc1)N1CCN(c2ccc([N+](=O)[O-])c3ncccc23)CC1
70: O=C1NC(=O)/C(=C/c2ccc(-c3ccc(F)cc3O)o2)S1
screen / no.	66	67	68	69	70
D2 ag	.	.	.	.	.
RGS4 inh	-180%[56.9 µM]	27µM*	?	-24%[56.9 µM]	21µM*
Glioma ERSR ind	3%&-2%	-3%	3%&-8%&-3%	-1%	-3%
D2 antag	.	.	.	.	.

Some of the compounds tested, so the mix of outcomes need not match the whole.
